# KCNH2 3.1 inh = qHTS for Inhibitors of KCHN2 3.1: Mutant qHTS. U2OS KCNH2 3.1, thallium flux FluxOr; hits give low values. activity change, % (tested at about 1.8 µM). Potassium voltage-gated channel subfamily H member 2, brain isoform KCNH2 3.1 (human). AID 720553, 2013. actives 0.95% (n = 340,000);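 active = maximum activity change below -70%; inconclusive = maximum activity change from -70% to -50%; inactive = maximum activity change above -50%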;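 also: thallium influx rate constant from kinetic fluorescence after stimulation buffer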
#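 We transduce U2OS cells with the mutant 3.1 virus, culture them overnight, load FluxOr with Red40 quencher for 45 min, then add stimulation buffer and read kinetically for 2 min to derive a normalized rate constant.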
# Giardia kill = Small Molecules that selectively kill Giardia lamblia: qHTS. Giardia lamblia trophozoite viability. activity change, % at 7.66 µM, hits read low. actives 0.15% (n = 340,000). AID 540267, 2011; in the data active = activity change below about -80%; inconclusive = between about -30% and that limit;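 also: parasites exposed to compound for two days anaerobically before the ATP read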
#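 Killing of trophozoites was scored by loss of ATP luminescence after a 48 hrs anaerobic exposure to compounds at 37 deg C, using 100 cells per well.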
# hERG WT inh = qHTS for Inhibitors of KCHN2 3.1: Wildtype qHTS; Voltage-gated inwardly rectifying potassium channel KCNH2 (Homo sapiens), Q12809; U2OS, BacMam KCNH2, thallium flux FluxOr; hits give low values; activity change, % at 1.84 µM; actives 0.37% (n = 340,000);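 active = maximum activity change below -70%; inconclusive = maximum activity change between -70% and -50%; inactive = maximum activity change above -50%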
# Target sequence (Q12809 whole entry, looked up): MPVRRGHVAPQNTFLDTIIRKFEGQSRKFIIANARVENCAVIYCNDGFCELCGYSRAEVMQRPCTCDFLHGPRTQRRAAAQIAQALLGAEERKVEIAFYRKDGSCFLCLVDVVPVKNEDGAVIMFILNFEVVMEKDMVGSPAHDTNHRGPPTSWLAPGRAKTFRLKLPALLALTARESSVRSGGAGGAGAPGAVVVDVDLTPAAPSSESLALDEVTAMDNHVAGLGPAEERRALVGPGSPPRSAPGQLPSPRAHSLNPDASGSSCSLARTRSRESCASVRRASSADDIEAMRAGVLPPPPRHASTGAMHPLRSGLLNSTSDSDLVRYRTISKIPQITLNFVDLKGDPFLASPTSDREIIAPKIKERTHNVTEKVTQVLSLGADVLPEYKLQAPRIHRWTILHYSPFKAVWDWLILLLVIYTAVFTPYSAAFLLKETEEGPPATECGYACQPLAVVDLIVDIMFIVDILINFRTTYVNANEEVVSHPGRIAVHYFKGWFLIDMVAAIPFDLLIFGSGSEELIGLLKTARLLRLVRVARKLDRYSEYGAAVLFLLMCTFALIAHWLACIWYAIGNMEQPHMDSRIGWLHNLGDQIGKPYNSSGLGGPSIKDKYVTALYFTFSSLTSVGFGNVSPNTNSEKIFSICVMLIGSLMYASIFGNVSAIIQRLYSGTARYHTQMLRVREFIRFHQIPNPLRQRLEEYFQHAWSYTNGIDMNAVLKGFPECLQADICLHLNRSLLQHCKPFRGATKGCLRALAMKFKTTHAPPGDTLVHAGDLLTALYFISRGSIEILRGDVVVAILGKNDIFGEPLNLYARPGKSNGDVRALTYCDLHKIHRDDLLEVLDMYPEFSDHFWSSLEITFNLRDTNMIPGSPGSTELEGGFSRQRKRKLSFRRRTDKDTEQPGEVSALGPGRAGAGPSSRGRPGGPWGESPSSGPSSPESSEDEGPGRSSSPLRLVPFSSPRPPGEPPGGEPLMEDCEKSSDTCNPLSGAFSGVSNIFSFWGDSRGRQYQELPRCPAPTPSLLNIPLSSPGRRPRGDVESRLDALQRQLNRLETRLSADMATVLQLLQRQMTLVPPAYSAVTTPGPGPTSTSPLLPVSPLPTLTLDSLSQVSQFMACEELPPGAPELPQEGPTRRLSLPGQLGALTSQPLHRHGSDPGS
#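 U2OS cells were transduced with wild-type KCNH2 virus (2.03 x 10^8 / mL) for 4 h at room temperature, then cultured overnight at 37 C. Thallium flux was read with FluxOr dye. Rate constants were normalized to DMSO controls.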
# Numbers without * were called inactive; ? = inconclusive; [ ] = another dose, or the depositor's remark. % is scaled to controls: 0 for no effect and ±100 for the full control effect. Only part of the results is shown; the hit share may differ from the screen's.
# Values run as follows: KCNH2 3.1 inh, Giardia kill, hERG WT inh
1	COc1ccc(CN2[C@@H](CC(=O)O)c3ccccc3S2(=O)=O)cc1
  30, 10, 22
2	COc1ccc(-c2ccc3c(c2)[C@@H]2C[C@H]4[C@@H](C(=O)N2CC3)[C@H](C)ON4C)cc1
  25, -21, -5
3	Cc1ccc(CNc2ncnc3c2cnn3C2CCCCO2)cc1 (stereo not drawn)
  -8, -4, -1
4	Cn1c(=O)c2nc(-c3ccccc3)c(-c3ccccc3)nc2n(C)c1=O
  -1, -6, -4
5	NC1=NC(=O)C(=Cc2ccccc2)S1
  21, 3, -28
6	O=C1c2ccccc2S(=O)(=O)c2cc(N3CCN(c4ccccn4)CC3)ccc21
  -8, 8, 5
7	Brc1cccc(C=Nc2cccc3ncccc23)c1
  30, -17, 0
8	CC(NC(=O)c1cccs1)c1ccccc1 (stereo not drawn)
  -95*, 20, 6
9	O=C(COc1ccc(F)cc1Cl)N(Cc1nnc(-c2ccccc2Cl)o1)C1CC1
  -16, -11, -1
10	COc1cc(C(=O)NC2CCN(C)CC2)ccc1Nc1ncc2c(n1)N(C1CCCC1)CCC(=O)N2C(C)C
  14, -16, -1
11	O=C(Nc1ccc(-c2nnc(-c3ccccc3)o2)cc1)c1ccc(Br)o1
  -22, -18, 14
12	O=CNC1c2ccccc2CCc2ccccc21
  0, -1, -1
13	N#CCCN(NC(=O)OCc1ccccc1)C(=O)OCc1ccccc1
  1, 7, -6
14	O=C(c1ccccc1)N(c1ccccc1)c1ccccc1O
  -19, 18, -4
15	COc1ccccc1CN1CCN(S(=O)(=O)c2ccc(C)cc2)CC1
  2, -13, 3
16	COc1ccc(C2=CCCC2)c(OC)c1
  10, -1, 21
17	Nc1ccc(S(=O)(=O)c2ccc(N)nc2)cc1
  -4, 11, -1
18	CC(=O)OCC(=O)C1(O)CCC2C3CCC4C(OC(C)=O)C(=O)CCC4(C)C3C(=O)CC21C (stereo not drawn)
  -1, 8, -3
19	CCn1c(CCNC(=O)c2cccs2)nnc1SCC(=O)Nc1cccc(Cl)c1
  1, -3, 4
20	Cc1ccc(S(=O)(=O)NCCC(=O)NCCc2ccccc2)cc1
  5, 2, 2

# Brought forward from above: 4 entries, then new ones.
# Values run as follows: KCNH2 3.1 inh, Giardia kill, hERG WT inh
17	Nc1ccc(S(=O)(=O)c2ccc(N)nc2)cc1
  -4, 11, -1
18	CC(=O)OCC(=O)C1(O)CCC2C3CCC4C(OC(C)=O)C(=O)CCC4(C)C3C(=O)CC21C (stereo not drawn)
  -1, 8, -3
19	CCn1c(CCNC(=O)c2cccs2)nnc1SCC(=O)Nc1cccc(Cl)c1
  1, -3, 4
20	Cc1ccc(S(=O)(=O)NCCC(=O)NCCc2ccccc2)cc1
  5, 2, 2
21	CN(N=Cc1cccc2cccnc12)c1ccc([N+](=O)[O-])cc1[N+](=O)[O-]
  -2, 6, 0
22	O=C1CC(SCCc2nc3ccccc3[nH]2)C(=O)N1c1ccc(F)c(Cl)c1 (stereo not drawn)
  -4, 17, -10
23	COc1ccc(C2(C)C(C#N)C(=O)NC(=O)C2C#N)cc1 (stereo not drawn)
  -5, -1, -25
24	Cc1ccc(C(=O)Nc2nc3ccc(Cl)cc3s2)o1
  2, -17, -2
25	Brc1cnc2ccccc2c1N1CCCCC1
  0, 2, 1
26	CC(=O)c1cn(-c2ccc([N+](=O)[O-])cc2)c(=O)n(C)c1=O
  -3, 23, -8
27	CCOC(=O)C1CCNC(=O)C1=O (stereo not drawn)
  11, 10, -8
28	O=C(Nc1cccc2cccnc12)c1ccccc1Cl
  7, 12, -1
29	C=CCn1c(CNC(=O)CCC)nc2ccccc21
  -46, 17, -9
30	CCCCN1CC(Br)C(=O)NC1=O (stereo not drawn)
  3, -6, -5
31	COc1ccc(C(=O)NCC(c2ccccc2)c2ccccc2)cc1S(=O)(=O)N1CCOCC1
  -2, -13, -2
32	Nc1ccc(C(=O)Nc2ccc3c(O)cc(S(=O)(=O)O)cc3c2)cc1
  -5, -1, -5
33	O=C(CN1CCOCC1)Nc1cccc([N+](=O)[O-])c1
  -10, -17, -4
34	CCOC(=O)Nc1cccc2c1-c1ccc([N+](=O)[O-])cc1C2=O
  18, -25, -12
35	CC(=O)N1CCc2cc(S(=O)(=O)NCCC3=CCCCC3)ccc21
  -4, 5, -4
36	COC(=O)[C@H](NCc1ccc(OC)c(B(O)O)c1)C(C)C
  16, -5, 0
37	CN(C)c1ccc(C=NNC(=O)c2cccc3ccccc23)c(Cl)c1
  2, -8, -14
38	CC(=O)N(CC(=O)N(CC(=O)O)c1ccc(Cl)cc1)c1ccc(Cl)cc1
  -5, -2, -2
39	O=C(O)C1C=Cc2ccccc2N1C(=O)c1ccccc1 (stereo not drawn) (tested in a mixture with another compound)
  -10, -10, -1
40	Cn1cnc2c(oc3ccccc32)c1=O
  -1, -1, 3

# Single records, as listed above:
# `O=C1CC(SCCc2nc3ccccc3[nH]2)C(=O)N1c1ccc(F)c(Cl)c1` (stereo not drawn) is listed with KCNH2 3.1 inh = -4; Giardia kill = 17; hERG WT inh = -10
# `COc1ccc(C2(C)C(C#N)C(=O)NC(=O)C2C#N)cc1` (stereo not drawn) is listed with KCNH2 3.1 inh = -5; Giardia kill = -1; hERG WT inh = -25

# The listing continues.
# Values run as follows: KCNH2 3.1 inh, Giardia kill, hERG WT inh
41	O=C(Cc1cccc(NC(=O)C2CCN(C(=O)C3CCCCC3)CC2)c1)Nc1cccc(C(=O)N2CCOCC2)c1
  -22, 37[activator], 9
42	CCOC(=O)CCC(NC(=O)c1ccc(CNc2nc3cc(C(F)(F)F)ccc3nc2C(=O)OCC)cc1)C(=O)OCC (stereo not drawn)
  3, -1, -2
43	Nc1ccc2c(c1)Cc1cc(N)c(Br)cc1-2
  -5, -8, -5
44	Cc1ccc(NC(=O)c2ncn(CCCN[C@H](C)c3cccc4ccccc34)n2)cc1C
  -24, -11, 7
45	CC1(c2nnc(-c3cccc(Cl)c3)o2)CC(c2ccccc2F)=NO1 (stereo not drawn)
  -14, 1, -7
46	COC(C/C=C/C(=O)[C@@H](C)OCc1ccccc1)OC
  -14, -12, 2
47	COc1ccc(CNC(=O)C2(CC3CC(c4ccccc4)=NO3)CCN(C(=O)OC(C)(C)C)CC2)cc1 (stereo not drawn)
  5, 6, 2
48	COc1ccc(CCNC(=O)C2CC2)cc1
  4, -11, 3
49	CCOc1ccc(NS(=O)(=O)c2cccc(C(=O)N3CCN(C/C=C/c4ccccc4)CC3)c2)cc1
  -29, 0, 4
50	Cc1cn(C2CCCCO2)c(=O)[nH]c1=O (stereo not drawn)
  21, -15, -1
51	O=C1N[C@@H](c2ccccc2)COC(=O)[C@H](Cc2ccc(F)cc2)C/C=C\C[C@H]1CC(=O)N(CCO)Cc1ccccc1
  4, 18, 2
52	COCCNC(=O)C(=O)NCC1OCCN1S(=O)(=O)c1cc(F)ccc1F (stereo not drawn)
  5, 0, -4
53	Cc1cn(C2CC(O)C(CO)O2)c(=O)n(CCCc2ccccc2)c1=O (stereo not drawn)
  -4, 6, 6
54	Cc1cc(C)c2nc(Nc3nc(CSc4nc5ccccc5[nH]4)cc(=O)[nH]3)nc(C)c2c1
  32, -15, -9
55	COc1cc(NCCCn2cnc3c(OCc4ccccc4)ncnc32)cc(OC)c1OC
  -2, -1, 5
56	CN(C)c1nc2c(c(=O)n(C)c(=O)n2C)n1CC(=O)c1cccs1
  -7, -13, 10
57	O=C(/C=C/c1ccc(Br)cc1)N1CCN(Cc2ccccc2)CC1
  -15, 10, 14
58	O=C(CC1C[C@H](C(=O)N2CCOCC2)[C@@]2(CCC3CCCC3)c3[nH]c4ccccc4c3CCN2C1=O)NCc1cccc(C(F)(F)F)c1 (stereo partly drawn)
  -18, 3, 4
59	COc1ccc(NS(=O)(=O)c2cccc(C(=O)N/N=C/c3c(F)c(F)c(F)c(F)c3F)c2)cc1
  14, -4, -2
60	O=C(Nc1ccccc1)NC1CCCCCCC1
  9, -6, 21
61	O=C(O)c1cccc2c1C(=O)c1cc([N+](=O)[O-])ccc1-2
  -7, -9, 4
62	NS(=O)(=O)c1ccc(CCNC(=O)c2ccc(Cl)c(S(=O)(=O)N3CCCCCC3)c2)cc1
  -3, -3, -7
63	CCOc1ccc(NC(=O)CN(C)C(=O)C2CC(=O)N(CCc3ccc(OC)c(OC)c3)C2)cc1OCC (stereo not drawn)
  26, ?, -19
64	O=C(NCc1ccccn1)C(=O)NCC1OCCN1C(=O)c1ccc(Cl)cc1 (stereo not drawn)
  12, 5, -5
65	CCCCOc1ccc(/C=C(\C#N)C(=O)NC2CC2)cc1
  -4, -16, 18
66	CCOC(=O)c1cc(NC(=O)CSc2nnc(CN3CCOCC3)n2C)ccc1Cl
  -1, 21, 9
67	CCOC(=O)C(=O)Cc1cccnn1
  9, -9, 0
68	CN1C[C@@H]2[C@@H]3C(=O)N(Cc4ccccc4)C(=O)[C@@H]3[C@](C)(C1=O)N2C(=O)c1ccccc1
  5, -26, -2
69	CC(C)C(=O)N1CCN(c2ccccc2NC(=S)NC(=O)Cc2ccccc2)CC1
  -7, 0, 27
70	CCC(C)c1ccc(NC(=O)C2CC3CCC2C3)cc1 (stereo not drawn)
  -13, -3, 4
71	CC1Cc2cc(-c3csc(NC(=O)CCl)n3)ccc2N1C(=O)C1CC1 (stereo not drawn)
  -4, -21, -7
72	CCCCOC(=O)c1ccc(NC(=O)c2c(N)n(C)c(=O)[nH]c2=O)cc1
  13, 7, -6
73	Cc1c([N+](=O)[O-])cc(N2C(=O)C=CC2=O)cc1[N+](=O)[O-]
  18, 10, 0
74	O=C(Nc1ccc2ccccc2c1)c1ccccc1[N+](=O)[O-]
  16, -5, -13
75	COc1ccc(NC(=S)Nc2ccc(F)cc2)c(OC)c1
  -1, 19, 47
76	CC12CCC(=O)C=C1CCCC2=O (stereo not drawn)
  -3, -5, -11
77	Cc1nc(-c2ccc(Cl)cc2)sc1C1(C)CC(c2ccc(Br)cc2)=NO1 (stereo not drawn)
  4, -2, -2
78	Nc1cc(Cc2ccccc2)ccc1O
  16, 7, 14
79	NC(=O)c1ccc(N2CCCC2)nc1
  -1, -8, -7
80	CCCc1ncc(CN2CCCCC2C(=O)Nc2ccc(Oc3ccccc3)nc2)cn1 (stereo not drawn)
  3, -10, -1

# 3 entries from above, field by field.
76	CC12CCC(=O)C=C1CCCC2=O (stereo not drawn)
  KCNH2 3.1 inh = -3	Giardia kill = -5	hERG WT inh = -11

77	Cc1nc(-c2ccc(Cl)cc2)sc1C1(C)CC(c2ccc(Br)cc2)=NO1 (stereo not drawn)
  KCNH2 3.1 inh = 4	Giardia kill = -2	hERG WT inh = -2

78	Nc1cc(Cc2ccccc2)ccc1O
  KCNH2 3.1 inh = 16	Giardia kill = 7	hERG WT inh = 14

# Only KCNH2 3.1 inh (2 entries from above):
No.	SMILES	KCNH2 3.1 inh
66	CCOC(=O)c1cc(NC(=O)CSc2nnc(CN3CCOCC3)n2C)ccc1Cl	-1
67	CCOC(=O)C(=O)Cc1cccnn1	9

# (listing goes on)
# Values run as follows: KCNH2 3.1 inh, Giardia kill, hERG WT inh
81	CC(C)n1c(CNC(=O)c2ccccc2F)nnc1SCC(=O)NC1CCCCC1
  -16, -13, 3
82	COC(=O)C1OCOC2C(C(=O)OC)OCOC12 (stereo not drawn)
  1, 5, -2
83	CCOC(=O)C1=C(C)NC(=O)NC1C(C)C (stereo not drawn)
  -7, 11, -7
84	CCC12CCC3c4ccc(O)cc4CCC3C1CC(O)C2O (stereo not drawn)
  0, 2, 2
85	CN1C[C@@H]2[C@@H]3C(=O)N(Cc4ccccc4)C(=O)[C@@H]3[C@](C)(C1=O)N2C(=O)c1ccc(C(F)(F)F)cc1
  -32, 0, 1
86	C=C1c2nc3ccccc3n2C=C(c2ccc(C)cc2)N1c1ccccc1
  -26, -7, 2
87	CCCOc1ccc(C2C(C(=O)c3ccc(C)o3)=C(O)C(=O)N2CCCn2ccnc2)cc1 (stereo not drawn)
  -8, 6, 4
88	COc1ccc(OC)c(NC(=O)C2CC(=O)N(CCc3ccc(F)cc3)C2)c1 (stereo not drawn)
  8, 12, 2
89	CCC(C(=O)Nc1ccc(S(=O)(=O)N2CCN(C)CC2)cc1)c1ccccc1 (stereo not drawn)
  -3, -13, -22
90	CN(C)N=Nc1ccc(S(=O)(=O)N2CCSC2C(=O)O)cc1 (stereo not drawn)
  19, -11, -15
91	CC(CNCCCn1ccc(NC(=O)OCc2ccccc2)nc1=O)c1ccccc1 (stereo not drawn)
  -47, -21, 1
92	Cc1ccc(NC(=O)c2ccc(Cl)c(S(=O)(=O)N3CCc4ccccc43)c2)nc1
  -12, -27, -8
93	O=C1N[C@@H](Cc2ccccc2)C(=O)N2[C@@H]3N(S(=O)(=O)c4ccc(F)cc4)c4ccccc4[C@]3(Br)C[C@@H]12
  -6, -19, 7

# Source: PubChem
